D3 antag = D3 dopamine receptor (human) antagonism; P35462; D3R cells, DiscoveRx beta-arrestin luminescence, antagonist mode; active compounds read low; max response, negative = inhibition, %; hit rate 2.5% among 360,000; in the data active = max response below about -50%; inconclusive = no clear call, values can overlap the other calls; also: % is scaled to controls: 0 for no effect and ±100 for the full control effect; mostly tested at two doses, the higher about 12 µM
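Cells expressing the human receptor were seeded at 1500 cells/well, incubated overnight at 37 degrees C in 5% CO2, then exposed to library compounds with dopamine controls for 90 minutes at 37 degrees C before luminescent detection.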
Mm-Cpn inhibitor = blocks the Methanococcus maripaludis chaperonin Mm-Cpn. purified Mm-Cpn ATPase, ADP Transcreener TR-FRET. Potency, µM (series often up to 76.9 µM), without a hit: top-dose activity, negative = inhibition, usual class: inhibitors. hit rate 0.031% among 330,000. AID 504842; also: potency is read from the fitted curve at half-maximal effect; % is scaled to controls: 0 for no effect and ±100 for the full control effect; nearly all actives have a fitted effect of over 80% in size
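ATP (10 uM final) was added to archaeal chaperonin (25 nM final) after 10 min exposure to test compound at 37°C; after 30 min further incubation, ADP was detected by competitive TR-FRET.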
pAkt inh = Akt phosphorylation inhibition; activity change, % for hits at 50 µM; hit rate 0.32% among 360,000; Neuro2A IGF-stimulated pAkt S473 HTRF, 20 min; active compounds read low; in the data active = activity change below about -80%; inconclusive = mostly about -51% to -80%; also: % is scaled to controls: 0 for no effect and ±100 for the full control effect
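Neuro2A cells (4,500/well, DMEM with 0.5% FBS) were treated with compound at a single 50 µM final concentration, stimulated with 6 nM IGF for 20 min at 37 °C, and lysed. Phospho-Akt Ser473 was read by HTRF as 665/615 ratio ×10^4.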
EPAC2 agonist = agonists of human EPAC2 (RAPGEF4); Potency, µM (titrated, usually from 154 µM), for the others: at the top dose activation, usual class: activators; AID 720711; hit rate 0.079% among 360,000; EPAC2 activation, biochemical qHTS; response scale: 100% = 6.5 mM cAMP response; also: potency is read from the fitted curve at half-maximal effect; nearly all actives have a fitted effect of over 50% in size
Target sequence (Q8WZA2 whole entry, looked up): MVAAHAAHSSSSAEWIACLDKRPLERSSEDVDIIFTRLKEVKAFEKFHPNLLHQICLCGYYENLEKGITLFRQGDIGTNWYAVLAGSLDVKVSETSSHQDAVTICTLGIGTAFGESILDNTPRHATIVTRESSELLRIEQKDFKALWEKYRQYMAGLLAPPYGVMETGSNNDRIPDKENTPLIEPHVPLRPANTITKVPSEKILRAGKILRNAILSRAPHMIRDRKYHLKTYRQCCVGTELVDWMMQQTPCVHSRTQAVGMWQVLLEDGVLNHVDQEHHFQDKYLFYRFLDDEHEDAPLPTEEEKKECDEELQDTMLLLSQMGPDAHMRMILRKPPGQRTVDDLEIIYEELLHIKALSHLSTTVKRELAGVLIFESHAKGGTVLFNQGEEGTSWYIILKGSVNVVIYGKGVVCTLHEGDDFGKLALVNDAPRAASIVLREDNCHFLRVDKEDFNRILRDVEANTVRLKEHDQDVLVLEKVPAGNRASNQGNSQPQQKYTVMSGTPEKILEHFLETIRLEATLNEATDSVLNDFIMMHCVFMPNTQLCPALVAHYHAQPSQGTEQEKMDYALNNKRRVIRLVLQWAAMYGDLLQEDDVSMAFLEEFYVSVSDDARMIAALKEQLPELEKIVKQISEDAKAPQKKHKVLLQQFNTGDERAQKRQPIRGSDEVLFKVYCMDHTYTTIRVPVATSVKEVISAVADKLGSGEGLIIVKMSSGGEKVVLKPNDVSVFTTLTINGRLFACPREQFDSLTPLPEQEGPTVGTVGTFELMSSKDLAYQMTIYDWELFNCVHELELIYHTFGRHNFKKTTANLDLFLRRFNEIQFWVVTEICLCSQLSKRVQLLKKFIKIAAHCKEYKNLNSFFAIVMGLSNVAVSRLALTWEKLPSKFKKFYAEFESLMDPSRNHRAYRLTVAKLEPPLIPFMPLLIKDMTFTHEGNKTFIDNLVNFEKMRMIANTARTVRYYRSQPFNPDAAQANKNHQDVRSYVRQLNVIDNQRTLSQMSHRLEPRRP
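Guanine nucleotide exchange by EPAC2 is measured as reduced fluorescence of BODIPY-GDP once it is released from 250 nM Rap1B. Plates are read kinetically for 30 min at room temperature; results are scaled to 6.5 mM cAMP.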
D3 ag = activates the human D3 dopamine receptor | D3R DiscoveRx beta-arrestin cells, luminescence, 90 min | max activation, % | hit rate 0.58% among 410,000 | AID 652048; in the data active = max activation above about 30%; also: 0% is about no effect; mostly tested at two doses, the higher about 12 µM
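Agonist mode: compounds and dopamine controls were applied to plated cells for 90 min at 37 degrees C after an overnight attachment at 1500 cells/well. Luminescent read-out followed 30 - 60 minutes at room temperature with DiscoveRx detection reagent.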
PTHR1 agonist = agonists of human PTHR1 parathyroid hormone receptor; HEK293 GP2 PTHR1 cells, GloSensor cAMP luminescence, 1 h; hit rate 0.075% among 410,000; Q03431; Potency, µM (highest dose often 115 µM), inactives show top-dose activation, hits mostly activators; AID 743266; also: potency is read from the fitted curve at half-maximal effect; nearly all actives have a fitted effect of over 55% in size; some results filed as inactive show a strong effect at the top dose; inactives centre near -15; many of its hits are not listed in these tables
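HEK-293-derived GP2 cells expressing PTHR1 and a GloSensor cAMP reporter, 3,000/well, plated overnight, given luciferin plus IBMX (each 0.5 mM as added) for 1 h at 37 °C, then compound for 1 h at 37 °C. Luminescence was read after 15 min at room temperature.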
CCT modulator = changes cytosolic chaperonin activity; purified chaperonin ATPase assay, HTRF ADP detection, 30 min; activity change, % (test concentration not listed), hits read low; hit rate 0.3% among 360,000; in the data active = activity change below about -30%; also: % is scaled to controls: 0 for no effect and ±100 for the full control effect
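TRiC at 40 or 20 nM final (batch-dependent) in 30 mM Tris pH 7.4, 100 mM KCl, 5 mM MgCl2, 1 mM DTT, with compound at single 76 uM and 10 uM ATP, 30 min at 37 deg C. ADP detected by HTRF Transcreener, 665/615 ratio.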
EPAC2 antag = antagonists of human EPAC2; Q8WZA2; EPAC2 GEF exchange of Rap1B-BODIPY-GDP, fluorescence; Potency, µM (doses to about 114 µM), for inactives: at the highest dose activity, negative = inhibition, usual class: inhibitors; hit rate 0.18% among 360,000; also: potency is read from the fitted curve at half-maximal effect; % is scaled to controls: 0 for no effect and ±100 for the full control effect; nearly all actives have a fitted effect of over 45% in size; many of its hits are not listed in these tables
Starred values were filed as active, the others as inactive; [ ] = another dose, or the depositor's remark. Unless noted, calls follow the shape of the dose curve; as a rule, active = well fitted curve in the direction sought with a large enough effect; inconclusive = small, poorly fitted or top-dose-only effect, or another doubt; inactive = no such curve, though single readings can be large; an effect the other way counts as inactive or inconclusive.

What do the screens show for `CCc1nc2ccc(C(=O)N3CCCC(C(N)=O)C3)cn2c1N(CCC(C)C)CCN(C)C` (configuration not stated)?
D3 antag: 7; pAkt inh: inactive; EPAC2 agonist: 0%; D3 ag: -4; PTHR1 agonist: 2%; CCT modulator: 1.1; EPAC2 antag: 12%

What do the screens show for `COc1ccccc1NC(=O)CSc1nnc(CNC(=O)c2cccs2)o1`?
D3 antag: -1; Mm-Cpn inhibitor: -1%; pAkt inh: inactive; EPAC2 agonist: 9%; D3 ag: 4; PTHR1 agonist: -6%; CCT modulator: 0.0; EPAC2 antag: 3%

Results for Cc1ccc2c(c1)[C@@H]1[C@H](CO2)[C@H](c2ccccc2)[C@@]2(C)C(=O)N[C@H](C)C(=O)N12 ?
D3 antag: 8; Mm-Cpn inhibitor: 0%; pAkt inh: inactive; EPAC2 agonist: 7%; D3 ag: 31*; PTHR1 agonist: -22%; CCT modulator: -1.7; EPAC2 antag: 21%

Results for Cc1cccc(NC(=O)c2ccc(Cn3cc(C(F)(F)F)ccc3=O)cc2)c1 ?
D3 antag: 4; Mm-Cpn inhibitor: -2%; pAkt inh: inactive; EPAC2 agonist: 4%; D3 ag: 1; PTHR1 agonist: -3%; CCT modulator: -0.7; EPAC2 antag: -2%

Results for O=C(NC1CCS(=O)(=O)C1)c1cnccn1 (configuration not stated) ?
D3 antag: -3; Mm-Cpn inhibitor: 1%; pAkt inh: inactive; EPAC2 agonist: 3%; D3 ag: -1; PTHR1 agonist: inactive; CCT modulator: 2.4; EPAC2 antag: -6%

What do the screens show for `O=C(CSc1nc2[nH]ncc2c(=O)[nH]1)N1CCCC1`?
D3 antag: 3; Mm-Cpn inhibitor: 1%; pAkt inh: inactive; EPAC2 agonist: 7%; D3 ag: 1; PTHR1 agonist: inactive; CCT modulator: -2.6; EPAC2 antag: 10%

How did COc1ccccc1C(=O)NC(=O)COC(=O)CNC(=O)c1ccc(Cl)cc1Cl do in these assays?
D3 antag: 12; Mm-Cpn inhibitor: -4%; pAkt inh: inactive; EPAC2 agonist: -1%; D3 ag: 3; PTHR1 agonist: -14%; CCT modulator: -2.2; EPAC2 antag: 0%

Results for O=C(CCS(=O)(=O)c1ccc(Br)cc1)N1CCN(c2ccccc2Cl)CC1 ?
D3 antag: -13; Mm-Cpn inhibitor: 2%; pAkt inh: inactive; EPAC2 agonist: 7%; D3 ag: -5; PTHR1 agonist: -31%[inhibitor]; CCT modulator: -1.3; EPAC2 antag: -5%

What do the screens show for `COC1=C/C(=C/c2c(O)c(C#N)c3ccccn23)C=CC1=O`?
D3 antag: 2; Mm-Cpn inhibitor: -2%; pAkt inh: inactive; EPAC2 agonist: 8%; D3 ag: 0; PTHR1 agonist: -4%; CCT modulator: 3.2; EPAC2 antag: 9%

How did Cc1ccccc1NC(=O)CN1CCN(C(=O)c2ccco2)CC1 do in these assays?
D3 antag: 5; Mm-Cpn inhibitor: 1%; pAkt inh: inactive; EPAC2 agonist: 2%; D3 ag: 11; PTHR1 agonist: -18%; CCT modulator: -1.4; EPAC2 antag: 2%

What do the screens show for `O=C(COc1ccccc1F)NCc1nc2ccccc2[nH]1`?
D3 antag: 11; Mm-Cpn inhibitor: 3%; pAkt inh: inactive; EPAC2 agonist: 5%; D3 ag: -3; PTHR1 agonist: inactive; CCT modulator: -7.6; EPAC2 antag: 11%

How did COc1ccc(NC(=S)NC(=O)/C=C/c2ccccc2)cc1 do in these assays?
D3 antag: 1; Mm-Cpn inhibitor: -1%; pAkt inh: inactive; EPAC2 agonist: -2%; D3 ag: 3; PTHR1 agonist: inactive; CCT modulator: -1.6; EPAC2 antag: 16%

Molecules listed so far containing a Cl atom, in the order listed:
How did COc1ccccc1C(=O)NC(=O)COC(=O)CNC(=O)c1ccc(Cl)cc1Cl do in these assays?
D3 antag: 12; Mm-Cpn inhibitor: -4%; pAkt inh: inactive; EPAC2 agonist: -1%; D3 ag: 3; PTHR1 agonist: -14%; CCT modulator: -2.2; EPAC2 antag: 0%

Results for O=C(CCS(=O)(=O)c1ccc(Br)cc1)N1CCN(c2ccccc2Cl)CC1 ?
D3 antag: -13; Mm-Cpn inhibitor: 2%; pAkt inh: inactive; EPAC2 agonist: 7%; D3 ag: -5; PTHR1 agonist: -31%[inhibitor]; CCT modulator: -1.3; EPAC2 antag: -5%

(listing goes on)
How did Cc1cccc(C)c1OCC(O)CNS(=O)(=O)c1ccccc1C(=O)N1CCCCC1 (configuration not stated) do in these assays?
D3 antag: 15; Mm-Cpn inhibitor: 0%; pAkt inh: inactive; EPAC2 agonist: 0%; D3 ag: 8; PTHR1 agonist: -1%[57.5 µM]; CCT modulator: -1.6; EPAC2 antag: -4%

What do the screens show for `COc1ccc(NC(=O)CCNC(=O)C2CCN(S(=O)(=O)c3ccc(F)cc3)CC2)cc1OC`?
D3 antag: -8; Mm-Cpn inhibitor: 2%; pAkt inh: inactive; EPAC2 agonist: 3%; D3 ag: 3; PTHR1 agonist: -6%; CCT modulator: 3.3; EPAC2 antag: 2%

Results for COCc1ccc(CN2CCCC(CCC(=O)NCc3ccc(C)o3)C2)o1 (configuration not stated) ?
D3 antag: 14; Mm-Cpn inhibitor: -3%; pAkt inh: inactive; EPAC2 agonist: -5%; D3 ag: 1; PTHR1 agonist: inactive; CCT modulator: -2.0; EPAC2 antag: 6%

Results for Cc1ccc(N2CC(C(=O)O)CC2=O)cc1 (configuration not stated) ?
D3 antag: -5; Mm-Cpn inhibitor: -1%; pAkt inh: inactive; EPAC2 agonist: 3%; D3 ag: 6; PTHR1 agonist: -19%; CCT modulator: 0.7; EPAC2 antag: 3%

How did CC(=O)Nc1ccc(NC(=O)c2ccccc2N(C)S(=O)(=O)c2ccccc2)cc1 do in these assays?
D3 antag: -5; Mm-Cpn inhibitor: -1%; pAkt inh: inactive; EPAC2 agonist: 2%; D3 ag: -9; PTHR1 agonist: inactive; CCT modulator: -1.0; EPAC2 antag: -4%

What do the screens show for `COc1ccc(CNC(=O)Nc2ccc([N+](=O)[O-])cc2)cc1`?
D3 antag: -11; pAkt inh: inactive; EPAC2 agonist: 5%; D3 ag: 0; PTHR1 agonist: -1%; CCT modulator: -2.0; EPAC2 antag: 6%

How did CCOC(=O)C1=NN(C(=O)Cc2ccccc2)C(O)(c2ccc(Cl)cc2)C1 (configuration not stated) do in these assays?
D3 antag: -5; Mm-Cpn inhibitor: 0%; pAkt inh: inactive; EPAC2 agonist: 1%; D3 ag: -1; PTHR1 agonist: inactive; CCT modulator: -0.9; EPAC2 antag: 0%

Results for Cc1noc(C)c1NC(=O)N(C)C[C@H]1Oc2ccc(NC(=O)Cn3cnnn3)cc2C(=O)N([C@H](C)CO)C[C@@H]1C ?
D3 antag: 0; Mm-Cpn inhibitor: -2%; pAkt inh: inactive; EPAC2 agonist: 2%; D3 ag: -1; PTHR1 agonist: inactive; CCT modulator: 1.5; EPAC2 antag: -26%

What do the screens show for `CC1CN(S(=O)(=O)c2ccccc2)CN1C(=O)N1CCOCC1` (configuration not stated)?
D3 antag: 6; Mm-Cpn inhibitor: 1%; pAkt inh: inactive; EPAC2 agonist: 3%; D3 ag: 4; PTHR1 agonist: -1%; CCT modulator: 1.0; EPAC2 antag: 3%

Results for CN(C)S(=O)(=O)c1cccc(NC(=S)NN=C(Cc2ccccc2)Cc2ccccc2)c1 ?
D3 antag: -14; Mm-Cpn inhibitor: 0%; pAkt inh: inactive; EPAC2 agonist: 4%; D3 ag: 0; PTHR1 agonist: -20%; CCT modulator: -1.8; EPAC2 antag: -3%

Results for COc1cccc(NS(=O)(=O)c2ccc3[nH]cc(C(=O)NCCC(C)C)c(=O)c3c2)c1 ?
D3 antag: -4; Mm-Cpn inhibitor: 1%; pAkt inh: inactive; EPAC2 agonist: -5%; D3 ag: 4; PTHR1 agonist: -85%[inhibitor][57.5 µM]; CCT modulator: -0.7; EPAC2 antag: 0%

Results for Cc1ccc(CCN2CC(C(=O)NC(C)C)CC2=O)cc1 (configuration not stated) ?
D3 antag: -12; Mm-Cpn inhibitor: 2%; pAkt inh: inactive; EPAC2 agonist: 1%; D3 ag: 2; PTHR1 agonist: inactive; CCT modulator: 1.0; EPAC2 antag: 2%

Continued (two carried over from the part before).
Results for COc1cccc(NS(=O)(=O)c2ccc3[nH]cc(C(=O)NCCC(C)C)c(=O)c3c2)c1 ?
D3 antag: -4; Mm-Cpn inhibitor: 1%; pAkt inh: inactive; EPAC2 agonist: -5%; D3 ag: 4; PTHR1 agonist: -85%[inhibitor][57.5 µM]; CCT modulator: -0.7; EPAC2 antag: 0%

Results for Cc1ccc(CCN2CC(C(=O)NC(C)C)CC2=O)cc1 (configuration not stated) ?
D3 antag: -12; Mm-Cpn inhibitor: 2%; pAkt inh: inactive; EPAC2 agonist: 1%; D3 ag: 2; PTHR1 agonist: inactive; CCT modulator: 1.0; EPAC2 antag: 2%

How did CCN(CC)C(=O)c1c(NC(=O)c2ccccc2)sc(C)c1C do in these assays?
D3 antag: 12; Mm-Cpn inhibitor: inconclusive; pAkt inh: inactive; EPAC2 agonist: -4%; D3 ag: 1; PTHR1 agonist: inactive; CCT modulator: -2.6; EPAC2 antag: 2%

Results for COc1ccc(NC(=O)C2CCCN(c3nn4c(=O)cc(C)nc4s3)C2)cc1 (configuration not stated) ?
D3 antag: 1; Mm-Cpn inhibitor: 0%; pAkt inh: inactive; EPAC2 agonist: 19%; D3 ag: -2; PTHR1 agonist: -18%; CCT modulator: -2.4; EPAC2 antag: -7%

What do the screens show for `CC1(C(=O)NS(=O)(=O)c2ccc(Cl)cc2)CCN1C(=O)c1ccccc1CCc1ccccc1` (configuration not stated)?
D3 antag: 25; pAkt inh: inactive; EPAC2 agonist: -3%; D3 ag: 4; PTHR1 agonist: -20%; CCT modulator: -0.9; EPAC2 antag: 8%

How did Cc1ccc(NC(=O)Nc2c(Cl)cccc2Cl)cn1 do in these assays?
D3 antag: inconclusive; Mm-Cpn inhibitor: 3%; pAkt inh: inactive; EPAC2 agonist: 2%; D3 ag: -3; PTHR1 agonist: inactive; CCT modulator: 0.7; EPAC2 antag: inconclusive

How did COc1ccccc1-n1c(CNC(=O)COc2ccccc2)n[nH]c1=S do in these assays?
D3 antag: 1; Mm-Cpn inhibitor: 0%; pAkt inh: inactive; EPAC2 agonist: 7%; D3 ag: 0; PTHR1 agonist: inconclusive; CCT modulator: -1.1; EPAC2 antag: -10%

Screening results from PubChem.

A portion of the library; the hit share may differ from the screen's.
